Tb PFK inh = qHTS Assay to Find Inhibitors of T. brucei phosphofructokinase. ATP-dependent 6-phosphofructokinase (Trypanosoma brucei brucei), O15648. T. brucei PFK, ADP-Glo luminescence. Potency, µM (doses to about 57.5 µM), inactives show top-dose activity, negative = inhibition, most hits filed as inhibitors. 330,000 tested, 0.17% active. AID 485367, 2010;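 also: potency is read from the fitted curve at half-maximal effect; 0% = uninhibited 1x PFK enzyme wells and -100% = no-enzyme wells; nearly all actives have a fitted effect of over 60% in size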
Target sequence (O15648 whole entry, looked up): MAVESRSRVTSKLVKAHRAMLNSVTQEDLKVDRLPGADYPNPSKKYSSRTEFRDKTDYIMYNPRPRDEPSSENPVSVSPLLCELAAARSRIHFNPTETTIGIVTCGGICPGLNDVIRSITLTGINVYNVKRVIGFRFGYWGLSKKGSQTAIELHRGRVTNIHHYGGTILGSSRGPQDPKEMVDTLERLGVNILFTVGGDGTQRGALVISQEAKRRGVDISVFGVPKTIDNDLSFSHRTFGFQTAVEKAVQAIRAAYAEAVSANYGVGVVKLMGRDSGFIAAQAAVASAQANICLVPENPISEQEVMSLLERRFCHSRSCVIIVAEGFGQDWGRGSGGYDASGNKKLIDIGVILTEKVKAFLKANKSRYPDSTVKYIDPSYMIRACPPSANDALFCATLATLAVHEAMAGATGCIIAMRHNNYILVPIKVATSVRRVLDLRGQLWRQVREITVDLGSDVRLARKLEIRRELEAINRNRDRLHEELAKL
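Activity is normalized to no-enzyme wells (full inhibition) and 1.25 nM enzyme wells (no inhibition). Reaction: 0.5 mM F6P, 0.1 mM ATP, 45 min RT, ADP-Glo luminescence; concentration-response curves fitted and classed by quality.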
ASM inhibitor = Inhibitors of Secretory Acid Sphingomyelinase (S-ASM): qHTS. Sphingomyelin phosphodiesterase (Homo sapiens), P17405. placental ASM, HMU-PC fluorogenic substrate, 60 min. Potency, µM (series often up to 57.5 µM), inactives show at the highest dose activity change, negative = inhibition, usual class: inhibitors. 340,000 tested, 0.006% active. AID 504937, 2011; also: potency is read from the fitted curve at half-maximal effect
Target sequence (P17405 47-631 limits assumed): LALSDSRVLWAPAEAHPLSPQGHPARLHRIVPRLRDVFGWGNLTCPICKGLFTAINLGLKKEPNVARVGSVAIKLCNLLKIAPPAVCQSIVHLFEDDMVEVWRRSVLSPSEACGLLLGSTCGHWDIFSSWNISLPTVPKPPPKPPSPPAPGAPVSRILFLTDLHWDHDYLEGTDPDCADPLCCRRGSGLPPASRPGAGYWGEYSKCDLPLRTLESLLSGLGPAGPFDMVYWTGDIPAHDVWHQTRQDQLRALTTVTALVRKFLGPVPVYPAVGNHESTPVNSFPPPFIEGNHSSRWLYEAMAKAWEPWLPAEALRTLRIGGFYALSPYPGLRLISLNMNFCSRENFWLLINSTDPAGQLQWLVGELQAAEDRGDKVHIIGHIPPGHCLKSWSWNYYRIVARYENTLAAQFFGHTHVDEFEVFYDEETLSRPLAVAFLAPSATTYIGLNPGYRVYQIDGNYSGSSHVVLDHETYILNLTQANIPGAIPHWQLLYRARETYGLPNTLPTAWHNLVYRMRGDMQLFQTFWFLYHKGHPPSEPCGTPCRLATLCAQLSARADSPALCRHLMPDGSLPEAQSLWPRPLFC
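Human placenta-derived ASM enzyme was preincubated with compound for 10 minutes at room temperature, then given fluorogenic substrate HMU-PC0 (9 uM final) for 60 minutes at 37 °C; a pH 10 stop preceded fluorescence reading at Ex 386/Em 447 nm.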
B2AR arrestin = qHTS assay of beta-arrestin-biased ligands of beta2-adrenergic receptor; beta-arrestin recruitment to beta2AR, cell-based reporter; Potency, µM (highest dose often 46.1 µM), inactives show at the top dose activation, actives largely listed as activators; 330,000 tested, 0.02% active; AID 492947, 2010;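 also: potency is read from the fitted curve at half-maximal effect; 0% = DMSO controls and full agonism = EC100 isoproterenol or metaproterenol; nearly all actives have a fitted effect of over 65% in size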
PKM2 act = qHTS Assay for Activators of Human Muscle isoform 2 Pyruvate Kinase; purified PKM2, Kinase-Glo ATP luminescence, activation; response scale: 0% is enzyme alone, no compound; Potency, µM (top dose mostly 57.5 µM), inactives show at the highest dose activation, usual class: activators; 260,000 tested, 0.34% active; also: potency is read from the fitted curve at half-maximal effect; % is scaled to controls: 0 for no effect and ±100 for the full control effect; nearly all actives have a fitted effect of over 55% in size
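Purified hPK-M2 (>95% pure) converted ADP (0.1 mM final) to ATP with 0.5 mM PEP in 50 mM imidazole pH7.2, KCl, MgCl2, Tween 20, BSA; 1 h at room temperature. ATP detected by Kinase-Glo luminescence.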
Menin-MLL TR inh = qHTS Assay for Inhibitors Targeting the Menin-MLL Interaction in MLL Related Leukemias: Competition With Texas Red Labeled MLL-derived Mutant Peptide | Menin + Texas Red MLL mutant peptide, fluorescence polarization | Potency, µM (series often up to 61.6 µM), for the others: at the highest dose FP activity change, negative = inhibition, actives largely listed as inhibitors | 270,000 tested, 0.23% active; active = well fitted inhibition curve with a large enough effect in the polarisation, with a control signal flat, not every such curve was filed as active; inconclusive = small, poorly fitted or top-dose-only effect, or effect the other way, or a change in a side signal; inactive = no such curve, though single readings can be large or run the other way; the % refers to the polarisation; also: potency is read from the fitted curve at half-maximal effect; % of control where 0% means no effect; many of its hits are not listed in these tables
GALK inh = qHTS Assay for Inhibitors of Human Galactokinase (GALK) | Potency, µM (highest dose often 57.5 µM), without a hit: top-dose activity change, negative = inhibition, most hits filed as inhibitors | P51570 | Purified GALK, Kinase-Glo residual ATP luminescence | 270,000 tested, 0.007% active; also: potency is read from the fitted curve at half-maximal effect; % is scaled to controls: 0 for no effect and ±100 for the full control effect
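GALK at 5 nM final was combined with compound, 35 uM ATP and 100 uM galactose in HEPES pH8.0 with MgCl2 and DTT. The reaction ran one hour at room temperature before luminescent ATP detection.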
a7 integrin act = qHTS for Activators of Integrin-Mediated Alleviation for Muscular Dystrophy | alpha7betagal myoblasts, beta-gal FDG fluorescence, 48 h | Potency, µM (titrated, usually from 38.3 µM), for the others: top-dose activation, usual class: activators | 350,000 tested, 0.064% active | AID 624291, 2012;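 also: potency is read from the fitted curve at half-maximal effect; 100% = response of the positive control SU9516; nearly all actives have a fitted effect of over 60% in size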
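alpha7betagal+/- myoblasts (passage 13, 250/well) treated 48 h at 37C with compounds at 1:260 dilution of DMSO stock. Lysed, then beta-galactosidase activity read as FDG fluorescence (ex 480/em 540) after 30 min, with pre-read for autofluorescence.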
BCR signal inh = qHTS Assay to Find Inhibitors of Chronic Active B-Cell Receptor Signaling; Potency, µM (top dose mostly 46.1 µM), inactives show top-dose ratio change, negative = lower green/red ratio, hits mostly inhibitors; ABC-DLBCL IkBa-CBG/CBR reporter, luminescence ratio, 4 h; 340,000 tested, 0.05% active; active = well fitted inhibition curve with a large enough effect in the signal ratio, with a control signal flat, not every such curve was filed as active; inconclusive = small, poorly fitted or top-dose-only effect, or effect the other way, or a change in a side signal; the % refers to the signal ratio;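 also: potency is read from the fitted curve at half-maximal effect; plate controls were basal doxycycline-induced cells for no effect and cells given 10 µM MG132 for full effect; MG132 reads +100%, hits lower the ratio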
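Doxycycline induced both beetle luciferases in TMD8 lymphoma cells; IKK-driven degradation limits the IkappaBalpha-fused green signal, while red luminescence normalises for cell number and nonspecific effects. Compounds tested up to 46 uM, 4 hrs.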
Coupling enz = qHTS Assay for Inhibitors of Fructose-1,6-bisphosphate Aldolase from Giardia Lamblia: Coupling assay counterscreen; coupling enzyme system counterscreen, AmpLite Red fluorescence; activity change, negative = inhibition, % at 58.2 µM, hits read low; 290,000 tested, 0.67% active; AID 2472, 2010; in the data active = activity change below about -30%; also: % is scaled to controls: 0 for no effect and ±100 for the full control effect
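Fluorescence at 525 nm excitation and 598 nm emission measured inhibition of the coupled detection system without aldolase. Compounds (at 57.5 uM final) were preincubated 10 min at room temperature with coupling enzyme reagent before a 20 min substrate/AmpLite Red step.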
Giardia kill = Small Molecules that selectively kill Giardia lamblia: qHTS; Giardia lamblia trophozoite viability; activity change, % at 7.66 µM, hits read low; 340,000 tested, 0.15% active; AID 540267, 2011; in the data active = activity change below about -80%; inconclusive = between about -30% and that limit;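 also: parasites exposed to compound for two days anaerobically before the ATP read; % is scaled to controls: 0 for no effect and ±100 for the full control effect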
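Anaerobic 48 hrs incubation at 37 deg C of 100 trophozoites/well with test compounds; ATPLite 1-Step luminescence, 15-30 min RT, reports cellular ATP as viability.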
TSG101-PTAP inh = qHTS Assay for Iinhibitors of HIV-1 Budding by Blocking the Interaction of PTAP/TSG101; 340,000 tested, under 10 active; Potency, µM (highest dose often 115 µM), for the others: at the highest dose activity change, negative = inhibition, hits mostly inhibitors; Fluorescence polarization, FITC-PTAP peptide / Tsg101 binding; active = well fitted inhibition curve with a large enough effect in the main read-out, with a control signal flat, not every such curve was filed as active; inconclusive = small, poorly fitted or top-dose-only effect, or effect the other way, or a change in a side signal; inactive = no such curve, though single readings can be large or run the other way; also: potency is read from the fitted curve at half-maximal effect; % of control where 0% means no effect
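Fluorescence polarization binding of Tsg101 binding domain (10 uM final) to FITC-labeled PTAP peptide (50 nM final) in HEPES pH 7.5 buffer with NaCl, Tween 20, EDTA, TCEP. Compounds added before peptide; binding 20 min at RT.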
Starred values were filed as active, the others as inactive; ? = inconclusive; . = no result given; & = joins results of further samples; [ ] = dose if it differs, or a comment. Unless noted, calls follow the shape of the dose curve; as a rule, active = well fitted curve in the direction sought with a large enough effect; inconclusive = small, poorly fitted or top-dose-only effect, or another doubt; inactive = no such curve, though single readings can be large; an effect the other way counts as inactive or inconclusive. The list is partial; count on the stated rates, not on these rows.

SMILES	Tb PFK inh	ASM inhibitor	B2AR arrestin	PKM2 act	Menin-MLL TR inh	GALK inh	a7 integrin act	BCR signal inh	Coupling enz	Giardia kill	TSG101-PTAP inh
CCOc1ccc(Nc2cc(Nc3ccccc3OCC)nc(C=C(C#N)C#N)n2)cc1	0%	-4%	-1.3%	0%	.	-1%	4%	2%	0	0	?
O=C(Cn1cnc([N+](=O)[O-])n1)N/N=C/c1ccc(O)cc1O	-24%	-2%	0.0%	-1%	10%	-2%	6%	?	-9	-1	-1%
CC12CN(Cc3ccccc3)CC(C)(CN(Cc3ccccc3)C1)C2=NO	5%	0%	8.5%	-5%	?	-2%	-26%	-8%	0	0	-1%
CC(=O)N1CCN(C(=O)c2ccc(Cl)c(NC(=O)c3cccs3)c2)CC1	0%	2%	-0.1%	.	.	.	?	-8%	.	4	2%
CCOC(=O)N1CCN(C(=O)COc2ccccc2[N+](=O)[O-])CC1	-1%	1%	0.1%	1%	-4%	5%	5%	-4%	1	1	2%
CCCCCOc1ccc(C(=O)NCC2(c3ccccc3)CCOCC2)cc1	4%	-9%	-0.8%	6%	-33%	-1%	9%	7%	-3	-5	.
Cc1ccc(NS(=O)(=O)c2ccc(C(=O)NCCN3CCOCC3)cc2)cc1	8%	3%	-0.2%	.	.	.	0%	-1%	.	15	0%
CC(C)(C)NC(=O)c1ccnc(C(C)(C)C)c1	2%	3%	-0.1%	-1%	3%	0%	-1%	8%	-2	1	-8%
CCN(CC(=O)Nc1ccccc1C(F)(F)F)C(=O)CCOc1ccccc1C	-3%	2%	-0.7%	.	.	.	16%	1%	.	4	3%
Cn1ccc2cc(-c3csc(N4CCC(C(N)=O)CC4)n3)ccc21	-1%&0%	0%	0.0%&0.1%	.	.	.	.	?	.	1	-5%
O=C(c1ccc(Cl)cc1)C1CCN(Cc2ccccc2)CC1	-3%	9%	-1.2%	0%	-15%	-2%	-8%	-1%	0	?	2%
CCc1nc(NCCCN2CCOCC2)c2oc3ccccc3c2n1	0%	3%	0.0%	1%	-19%	0%	-20%	?	-1	12	2%
CC(=O)C[C@H](O)CC(=O)[C@H]1OC(=O)CCCCCCCc2ccccc21	2%	-1%	-0.8%	.	.	.	25%	0%	.	-2	.
NC(=O)c1cc[n+](CC2=C(C(=O)O)N3C(=O)[C@@H](NC(=O)C(c4ccccc4)S(=O)(=O)[O-])[C@H]3SC2)cc1 (stereo partly drawn)	2%	?	-0.5%	0%	3%	.	.	5%	1	-8	-6%
O=C(c1ccccc1Br)N1CCN(c2ncccn2)CC1	-7%	-3%	-0.7%	.	-5%	1%	-7%	3%	-3	-10	-3%
c1ccc(CN2CCC(N=C3NN=C(c4ccc5c(c4)OCCO5)CS3)CC2)cc1	-1%	-2%	-0.2%	0%	?	-2%	-60%[inhibitor]	?	0	15	-1%
COc1cccc(/C=N/Nc2cc(-n3nc(C)cc3-c3ccccc3)ncn2)c1O	5%	-8%	-0.6%	1%	?	-1%	-22%	-7%	1	5	0%
COC(=O)c1cc(CNC(=O)Cc2ccsc2)ccc1OC	0%	-1%	-0.4%	-4%	-3%	-6%	-30%	1%	-1	25	-4%
CCn1c(C2CC(=O)N(c3ccc(C)c(C)c3)C2)nc2ccccc21 (stereo not drawn)	0%	3%	0.0%	-2%	-2%	-3%	13%	8%	4	7	-2%
Cc1cc(C)cc(NC(=O)CN(C)S(=O)(=O)c2cccc3nsnc23)c1	-1%	-3%	-0.4%	-2%	7%	2%	-6%	0%	1	-8	-12%
CCC(=O)NC(=S)NNC(=O)c1ccc([N+](=O)[O-])cc1	?	0%	0.0%	-6%	-8%	.	-12%	-1%	-11	?	-3%
COc1ccc(C)cc1Nc1n[n+](-c2ccccc2)c(-c2ccc(NC(C)=O)cc2)s1	0%	0%	-0.2%	-1%	-18%	.	7%	-10%	1	?	2%
O=C(NC1CC1)c1ccc(-n2cccc2)cc1	1%	-1%	-0.3%	-5%	-2%	1%	?	-16%	-4	3	-3%
CCNC(=O)CC1S/C(=N/N=C(\C)c2ccccc2)NC1=O (stereo not drawn)	3%	5%	0.2%	-2%	12%	-2%	-18%	?	5	-3	5%
O=C(N/C(=C\c1ccc2c(c1)OCO2)C(=O)N1CCOCC1)c1ccccc1Br	-4%	2%	-0.3%	5%	-11%	0%	3%	2%	2	-12	1%
CNC(=O)COc1ccc2oc3c(c2c1)CCCC3	0%	3%	-0.1%	2%	-8%	-1%	-4%	0%	0	9	0%
CCOC(=O)N1CCC(Nc2c(Nc3cccc(CC)c3)c(=O)c2=O)CC1	2%	-4%	-0.1%	-8%	4%	0%	-23%	-5%	0	-11	-3%
Cc1ccc2c(c1)C(=O)N1[C@H]3c4cc(C)ccc4OC[C@@H]3[C@H](c3ccccc3)[C@]1(C)C(=O)N2	8%	-17%	3.9%	.	.	.	-19%	?	.	-5	-5%
COCCn1c(SCC(=O)N2CCCCCC2)nnc1-c1ccco1	2%	7%	0.3%	.	10%	4%	6%	0%	0	-22	-5%
CC(C(=O)N1CCN(C2c3ccccc3-c3ccccc32)CC1)N1C(=O)c2ccccc2C1=O (stereo not drawn)	0%	-2%	0.1%	-10%	-2%	-2%	-12%	-9%	3	-10	1%
CCC(CC)CN1C(Nc2ccccc2)=NC[C@@H]1CC(C)C	-1%	-8%	-0.4%	-2%	-24%	.	2%	?	0	1	0%
Cc1cc(C(=O)Nc2cc(Br)ccc2O)on1	3%	-2%	-0.6%	.	-14%	0%	?	?	0	22	0%
COC(=O)[C@@H]1CCCN1C(=O)c1ccc(OC2CCN(Cc3ccccn3)CC2)cc1	-5%	-2%	-0.1%	.	2%	7%	1%	-4%	-2	-6	-4%
Cc1cc(C(=O)N2CCN(c3ccccc3O)CC2)c(C)o1	0%	5%	-0.4%	.	.	.	-15%	-2%	.	1	2%
N#Cc1c(NC(=O)CSc2n[nH]c(Cc3ccccc3)n2)oc(-c2ccccc2)c1-c1ccccc1	-3%	-16%	6.5%	0%	-13%	1%	-21%	?	7	-13	1%
Cc1ccccc1OCCN(C#N)c1nc(N(C)C)nc(N(C)C)n1	-8%	-2%	-0.3%	1%	12%	1%	27%	11%	1	-1	-1%
COc1ccc(OC)c(S(=O)(=O)N2CCCC2C(=O)N2CCc3ccccc3C2)c1 (stereo not drawn)	5%	-2%	-0.3%	.	-1%	-3%	33%	3%	1	11	-2%
O=C(CCNS(=O)(=O)c1ccccc1)N1CCCCCCC1	5%	2%	-0.2%	.	.	.	7%	0%	.	-9	-2%
Cc1cc(C)n(-c2ccc(C(=O)Nc3cccc(S(=O)(=O)N4CCCC4)c3)cc2)n1	0%	-1%	0.0%	-3%	4%	-2%	1%	5%	-3	11	-2%
CCOC(=O)CN1C(=O)S/C(=C\c2ccc3c(c2)OCO3)C1=O	1%	7%	-0.5%	-5%	-4%	0%	26%	?	-1	-11	1%
Cc1ccc(OCc2ccoc2C(=O)O)cc1C	0%	4%	-0.4%	1%	17%	0%	-1%	1%	10	5	-3%
C/C(=N\O)c1ccccc1C(=O)O	3%	2%	-0.5%	-4%	19%	-1%	-5%	-8%	0	11	0%
COc1cccc(C(=O)NC(=S)Nc2ccc3oc(=O)ccc3c2)c1	10%	0%	-0.6%	-2%	-1%	-1%	-13%	?	5	14	0%
Cc1ccccc1CNC(=O)c1ccc2nc(N3CCOCC3)sc2c1	1%	-1%	-0.8%	3%	-1%	.	18%	6%	1	-5	0%
Cc1cccc(-c2nnc(SCc3nc4ccccc4[nH]3)n2Cc2ccco2)c1	1%	-1%	0.5%	-1%	-8%	-1%	-40%	4%	4	-10	-3%

Bioassay records: PubChem, National Center for Advancing Translational Sciences (NCATS)
